Screens as filed in PubChem BioAssay.
p47phox inh: p47phox (human) inhibition; actives 0.53% (n = 220,000); P14598; inhibition, % at 24.7 µM; p47phox/p22phox peptide binding, fluorescence polarization, 2 h;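 note: 0% = p47phox with labelled peptide and 100% = labelled peptide alone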
Cl transport mod: KCC2 (human) Cl- transport modulation | Q9H2X9 | KCC2 cells, thallium flux FluoZin-2 fluorescence | B-score of Tl+ flux slope (higher = more flux/activation; lower = inhibition) at 10 µM | actives 2.2% (n = 190,000);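 active = thallium flux slope and its plate-corrected score both differing from the plate sample mean at a set confidence after two filtering rounds, in either direction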;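 note: slope of fluorescence scaled to starting intensity during 10 to 20 s after thallium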
thrombin 1536: thrombin (human) inhibition | P00734 | alpha-thrombin, Boc-VPR-AMC fluorogenic substrate cleavage | inhibition, % at 5 µM | actives 0.26% (n = 220,000) | AID 1046;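 active = inhibition at or above 40%; inactive = inhibition below 40%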;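 note: 0% = enzyme with no compound and 100% = wells without enzyme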
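signal = AMC fluorescence, 355/460 nm | material = human alpha-thrombin enzyme | control set = enzyme without compound as high, wells lacking enzyme as low | times = reaction at room temperature | read-out basis = percent inhibition scaled between no-compound controls and no-enzyme blanks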
Furin inhibitor: blocks human furin protease activity; AID 463115; P09958; purified furin, fluorogenic substrate cleavage; inhibition, % at 30 µM; actives 0.061% (n = 220,000); in the data active = inhibition above about 25%; note: inactives centre near -15
eIF4E 4G PPI: inhibitors of eIF4E and eIF4G interaction in translation initiation. P63073+Q04637. TR-FRET eIF4E-eIF4GI(517-606) binding, 2 h. inhibition, % at 21.7 µM. actives 0.37% (n = 220,000);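 note: 0% = full FRET control wells and 100% = background wells lacking eIF4GI fragment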
EBV gp42 block: EBV gp42 inhibition; inhibition, % (tested at 21.74 µM); AID 1085; Fluorescence polarization binding assay, mP read-out; actives 0.42% (n = 220,000); in the data active = inhibition above about 50%
Target sequence (Q1HVG2 whole entry, looked up): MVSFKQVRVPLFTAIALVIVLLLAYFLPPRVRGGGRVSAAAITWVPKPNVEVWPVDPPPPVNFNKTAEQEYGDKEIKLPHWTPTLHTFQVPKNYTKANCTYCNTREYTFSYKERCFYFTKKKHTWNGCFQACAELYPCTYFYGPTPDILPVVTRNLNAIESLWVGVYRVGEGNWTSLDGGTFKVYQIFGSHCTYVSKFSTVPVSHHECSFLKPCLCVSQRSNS
Rad51 HR inh: blocks human Rad51 in homologous recombination; hRad51 DNA strand exchange, fluorescence dequenching; inhibition, % at 10 µM; actives 0.085% (n = 200,000); AID 1385; Q06609;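 active = inhibition above 40% at the single screening dose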;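 note: 0% = DMSO control wells and 100% = blanks with heterologous ssDNA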
Target sequence (Q06609 whole entry, looked up): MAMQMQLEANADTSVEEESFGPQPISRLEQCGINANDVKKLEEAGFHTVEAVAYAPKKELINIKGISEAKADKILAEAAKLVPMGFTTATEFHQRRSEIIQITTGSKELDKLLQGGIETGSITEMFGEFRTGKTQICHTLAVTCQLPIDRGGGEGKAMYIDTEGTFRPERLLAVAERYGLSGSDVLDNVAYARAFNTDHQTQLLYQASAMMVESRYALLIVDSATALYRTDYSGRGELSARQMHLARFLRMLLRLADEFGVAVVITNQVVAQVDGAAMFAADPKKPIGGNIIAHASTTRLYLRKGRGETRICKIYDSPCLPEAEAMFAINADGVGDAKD
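Material: hRad51 filaments on single-stranded DNA; Reagent: Donor/quencher-labelled 47-bp dsDNA substrate; Compound: 10 µM final, single point; Schedule: 37 °C 15-min filament assembly, 30-min compound preincubation, 15-min exchange; Technique: FRET fluorescence, excitation 485 nm, emission 520 nm; Benchmarks: control wells and blank wells on each plate.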
14-3-3 Bad PPI: disrupts binding of bovine 14-3-3 zeta to phospho-Bad peptide. actives 0.71% (n = 220,000). TR-FRET 14-3-3zeta/Dy647-pBad peptide displacement, 1 h. inhibition, % at 21.7 µM. P63103;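 active = inhibition above about 70%, limit read from the data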;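 note: 0% = full 14-3-3 plus peptide FRET controls and 100% = background without 14-3-3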
Target sequence (P63103 whole entry, looked up): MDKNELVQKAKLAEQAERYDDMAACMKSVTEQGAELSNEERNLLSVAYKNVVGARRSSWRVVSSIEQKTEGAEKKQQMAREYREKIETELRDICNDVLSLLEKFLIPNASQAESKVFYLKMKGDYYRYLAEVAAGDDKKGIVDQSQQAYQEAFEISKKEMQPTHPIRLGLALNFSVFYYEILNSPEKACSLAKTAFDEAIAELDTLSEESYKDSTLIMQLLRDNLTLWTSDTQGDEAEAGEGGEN
hK5 inh: kallikrein 5 (human) inhibition; actives 0.59% (n = 210,000); recombinant hK5, fluorogenic AMC substrate cleavage; inhibition, % at 5 µM;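 active = inhibition of 40% or more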;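 note: 0% = enzyme controls without compound and 100% = no-enzyme blanks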
Target sequence (Q9Y337 67-293 limits assumed): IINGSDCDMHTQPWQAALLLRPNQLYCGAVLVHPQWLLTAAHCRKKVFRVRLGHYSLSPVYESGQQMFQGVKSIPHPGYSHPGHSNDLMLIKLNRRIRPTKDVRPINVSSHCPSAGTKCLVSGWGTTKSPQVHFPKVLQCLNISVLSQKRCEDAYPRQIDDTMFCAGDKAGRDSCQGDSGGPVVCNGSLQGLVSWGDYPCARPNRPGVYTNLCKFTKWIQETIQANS
Active calls of the source: *; [ ] = remark or other dose.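 Rule for the calls, unless noted: active = inhibition above about 30% (limit read from the data); inactive = the rest.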

What do the screens show for `CC1=CC(C)(C)N(C(=O)CSc2ncn[nH]2)c2ccccc21`?
p47phox inh: 4.3; Cl transport mod: 1.04; thrombin 1536: 4.7; Furin inhibitor: -24.9[20 µM]; eIF4E 4G PPI: -3.8[fluorescence artefact?]; EBV gp42 block: -14.8; Rad51 HR inh: -3.9; 14-3-3 Bad PPI: 0.8; hK5 inh: -0.1

What do the screens show for `COCCCN=C1NN=C(c2cc(C)n(Cc3ccco3)c2C)CS1`?
p47phox inh: 1.0; Cl transport mod: -0.3; thrombin 1536: -5.3; Furin inhibitor: 10.6; eIF4E 4G PPI: 0.2[fluorescence artefact?]; EBV gp42 block: -27.4; Rad51 HR inh: -2.6; 14-3-3 Bad PPI: -17.6; hK5 inh: -21.6

What do the screens show for `O=C(CSc1nccc(=O)[nH]1)NC1CCCc2ccccc21` (stereo unspecified)?
p47phox inh: -2.0; Cl transport mod: -0.225; thrombin 1536: -4.8; Furin inhibitor: -15.8; eIF4E 4G PPI: -3.8; EBV gp42 block: -11.5; Rad51 HR inh: -4.8; 14-3-3 Bad PPI: 3.5; hK5 inh: 4.2

What do the screens show for `Cc1ccc(NC(=O)NNS(=O)(=O)c2ccc(Br)cc2)cc1`?
p47phox inh: -16.6; thrombin 1536: -0.5; Furin inhibitor: -13.6[20 µM]; eIF4E 4G PPI: -0.4; EBV gp42 block: -22.2; Rad51 HR inh: -5.2; 14-3-3 Bad PPI: -0.8[fluorescence artefact?]; hK5 inh: -11.3

How did CCSC1=NCCN1C(=O)c1ccc(S(=O)(=O)N(C)C)cc1 do in these assays?
p47phox inh: 17.1; Cl transport mod: 1.16; thrombin 1536: 2.2; Furin inhibitor: -12.5; eIF4E 4G PPI: -1.8; EBV gp42 block: 11.6; Rad51 HR inh: 41.1*; 14-3-3 Bad PPI: -6.7; hK5 inh: -11.5

What do the screens show for `O=C(O)c1cccnc1SC1CC(=O)N(Cc2ccccc2)C1=O` (stereo unspecified)?
p47phox inh: -1.0; Cl transport mod: 1.08; thrombin 1536: -8.7; Furin inhibitor: -20.5[20 µM]; eIF4E 4G PPI: -0.5; EBV gp42 block: 2.4; Rad51 HR inh: 7.4; 14-3-3 Bad PPI: 4.5; hK5 inh: 22.1

Results for OCCC1CN(Cc2cccn2-c2nccs2)CCN1CCc1ccccc1 (stereo unspecified) ?
p47phox inh: 12.1; Cl transport mod: 0.338; thrombin 1536: -0.3; Furin inhibitor: -12.8; eIF4E 4G PPI: 1.2; EBV gp42 block: -11.2; Rad51 HR inh: 10.1; 14-3-3 Bad PPI: -8.6

What do the screens show for `COc1ccc(CNC(=O)c2cc(C)nc3ccccc23)cc1OC`?
p47phox inh: -2.9; Cl transport mod: -0.707; thrombin 1536: -15.9; Furin inhibitor: -3.6; eIF4E 4G PPI: 8.3; EBV gp42 block: -12.1; Rad51 HR inh: 10.2; 14-3-3 Bad PPI: -16.4; hK5 inh: -2.0

How did COC(=O)C1=C(C)N(c2ccc(OC)cc2)C(C)=C(C(=O)OC)C1c1ccccc1 do in these assays?
p47phox inh: -8.3; Cl transport mod: -1.04; thrombin 1536: -9.6; Furin inhibitor: -17.8; eIF4E 4G PPI: -1.6; EBV gp42 block: -10.7; Rad51 HR inh: -3.0; 14-3-3 Bad PPI: 1.8; hK5 inh: -1.9

Results for Cc1ccc(C(=O)CSc2nnc(-c3ccccc3N)n2C)cc1 ?
p47phox inh: -2.9; Cl transport mod: -0.551; thrombin 1536: -1.2; Furin inhibitor: -14.0; eIF4E 4G PPI: 2.4; EBV gp42 block: -2.7; Rad51 HR inh: -3.3; 14-3-3 Bad PPI: 6.4; hK5 inh: 0.1

How did COc1ccc(/C=N/N=C2\CC3CCC2(C)C3(C)C)cc1O (stereo unspecified) do in these assays?
p47phox inh: 1.2; Cl transport mod: -0.889; thrombin 1536: 1.8; Furin inhibitor: -17.0[20 µM]; eIF4E 4G PPI: 9.3[fluorescence artefact?]; EBV gp42 block: -13.9; Rad51 HR inh: 3.8; 14-3-3 Bad PPI: 0.9; hK5 inh: -4.5

How did Oc1c(Br)cc(Br)cc1CNc1ccccn1 do in these assays?
p47phox inh: -5.8; Cl transport mod: 0.52; thrombin 1536: 1.6; Furin inhibitor: -24.2; eIF4E 4G PPI: -4.2; EBV gp42 block: 2.1; Rad51 HR inh: 16.6; 14-3-3 Bad PPI: 2.6; hK5 inh: 2.5

Looked up by structure from the list above (three):
How did CCSC1=NCCN1C(=O)c1ccc(S(=O)(=O)N(C)C)cc1 do in these assays?
p47phox inh: 17.1; Cl transport mod: 1.16; thrombin 1536: 2.2; Furin inhibitor: -12.5; eIF4E 4G PPI: -1.8; EBV gp42 block: 11.6; Rad51 HR inh: 41.1*; 14-3-3 Bad PPI: -6.7; hK5 inh: -11.5

What do the screens show for `O=C(CSc1nccc(=O)[nH]1)NC1CCCc2ccccc21` (stereo unspecified)?
p47phox inh: -2.0; Cl transport mod: -0.225; thrombin 1536: -4.8; Furin inhibitor: -15.8; eIF4E 4G PPI: -3.8; EBV gp42 block: -11.5; Rad51 HR inh: -4.8; 14-3-3 Bad PPI: 3.5; hK5 inh: 4.2

Results for OCCC1CN(Cc2cccn2-c2nccs2)CCN1CCc1ccccc1 (stereo unspecified) ?
p47phox inh: 12.1; Cl transport mod: 0.338; thrombin 1536: -0.3; Furin inhibitor: -12.8; eIF4E 4G PPI: 1.2; EBV gp42 block: -11.2; Rad51 HR inh: 10.1; 14-3-3 Bad PPI: -8.6

The list goes on:
How did N/C(=N\OC(=O)c1cccs1)C1(c2ccc(Cl)cc2Cl)CC1 do in these assays?
p47phox inh: -7.6; Cl transport mod: 0.285; thrombin 1536: -4.5; Furin inhibitor: -3.7; eIF4E 4G PPI: 6.6; EBV gp42 block: 2.1; Rad51 HR inh: -13.2; 14-3-3 Bad PPI: -12.0; hK5 inh: 4.7

How did Cc1cccc(-c2nnc(SCC(=O)Nc3nc4c(s3)CCCC4)n2C)c1 do in these assays?
p47phox inh: 7.1; Cl transport mod: -1.98; thrombin 1536: -0.3; Furin inhibitor: -23.8[20 µM]; eIF4E 4G PPI: -1.9; EBV gp42 block: -16.1; Rad51 HR inh: -0.8; 14-3-3 Bad PPI: -3.0; hK5 inh: -5.5

How did Cc1ccc(-n2c(C)cc(C)c(C#N)c2=O)cc1 do in these assays?
p47phox inh: -10.9; Cl transport mod: 1.2; thrombin 1536: -7.0; Furin inhibitor: -20.0; eIF4E 4G PPI: -6.1; EBV gp42 block: -1.5; Rad51 HR inh: 3.4; 14-3-3 Bad PPI: -6.0; hK5 inh: 20.6

How did CCC(C(=O)OCC(=O)NC(=O)NC(C)(C)C)c1ccccc1 (stereo unspecified) do in these assays?
p47phox inh: -6.2; Cl transport mod: -0.633; thrombin 1536: -1.6; Furin inhibitor: -8.5; eIF4E 4G PPI: 5.7; EBV gp42 block: -7.7; 14-3-3 Bad PPI: -7.8; hK5 inh: -1.2

How did O=C(CS(=O)(=O)c1c[nH]c2ccccc12)N1CCCCC1 do in these assays?
p47phox inh: -6.1; thrombin 1536: 3.8; Furin inhibitor: -21.9; eIF4E 4G PPI: 0.6[fluorescence artefact?]; EBV gp42 block: -2.5; Rad51 HR inh: 6.0; 14-3-3 Bad PPI: 0.6; hK5 inh: 20.5

How did CC(C)CCNC(=O)C(c1ccncc1)N(C(=O)Cn1nnc(-c2ccc(F)cc2)n1)c1ccccc1F (stereo unspecified) do in these assays?
p47phox inh: -6.7; Cl transport mod: -0.746; thrombin 1536: -14.7; Furin inhibitor: -12.2; eIF4E 4G PPI: -2.5; EBV gp42 block: -11.7; Rad51 HR inh: -7.2; 14-3-3 Bad PPI: 2.5; hK5 inh: 16.8

What do the screens show for `COc1ccc(C2CC(=O)CC(=O)C2n2cncn2)cc1` (stereo unspecified)?
p47phox inh: 1.2; Cl transport mod: 1.03; thrombin 1536: 3.3; Furin inhibitor: -9.3[20 µM]; eIF4E 4G PPI: -2.8; EBV gp42 block: -7.1; Rad51 HR inh: -5.4; 14-3-3 Bad PPI: 17.0; hK5 inh: -4.6

How did Cc1ccc(Sc2ncccc2C(=O)NC2CCCCCC2)cc1C do in these assays?
p47phox inh: -3.2; Cl transport mod: 0.077; thrombin 1536: -0.1; Furin inhibitor: -27.7; eIF4E 4G PPI: 5.2; EBV gp42 block: -8.3; Rad51 HR inh: 20.6; 14-3-3 Bad PPI: -4.5[fluorescence artefact?]; hK5 inh: 4.1

Results for CC(C)OC(=O)NS(=O)(=O)c1cccc([N+](=O)[O-])c1 ?
p47phox inh: 2.1; Cl transport mod: 0.856; thrombin 1536: -2.9; Furin inhibitor: -7.3; eIF4E 4G PPI: -0.3; EBV gp42 block: -11.8; Rad51 HR inh: 30.5; 14-3-3 Bad PPI: 7.5; hK5 inh: 1.1

What do the screens show for `Cc1ccc2nsnc2c1S(=O)(=O)N1CCOCC1`?
p47phox inh: 3.9; Cl transport mod: 0.0486; thrombin 1536: -0.7; Furin inhibitor: -12.3[20 µM]; eIF4E 4G PPI: -9.7[fluorescence artefact?]; EBV gp42 block: -6.9; Rad51 HR inh: -6.8; 14-3-3 Bad PPI: -0.2; hK5 inh: -1.2

What do the screens show for `COc1ccc(OC)c(S(=O)(=O)N2c3ccccc3CC2C)c1` (stereo unspecified)?
p47phox inh: -7.0; thrombin 1536: -2.9; Furin inhibitor: -7.0[20 µM]; eIF4E 4G PPI: 1.7; EBV gp42 block: -15.7; Rad51 HR inh: 4.2; 14-3-3 Bad PPI: 6.8; hK5 inh: -4.3

How did O=S(=O)(c1ccc(Br)cc1)c1nc(-c2ccco2)oc1NCC1CCCO1 (stereo unspecified) do in these assays?
p47phox inh: -7.2; Cl transport mod: 1.23; thrombin 1536: -0.3; Furin inhibitor: -7.9; eIF4E 4G PPI: 4.2; EBV gp42 block: 6.6; Rad51 HR inh: -6.2; 14-3-3 Bad PPI: -3.1; hK5 inh: 0.5

Results for CCCOc1ccc(/C(O)=C2/C(=O)C(=O)N(CCN(C)C)C2c2ccco2)cc1 (stereo unspecified) ?
p47phox inh: -7.2; Cl transport mod: -0.0555; thrombin 1536: -6.4; Furin inhibitor: -8.8[20 µM]; eIF4E 4G PPI: 0.9[fluorescence artefact?]; EBV gp42 block: -3.7; Rad51 HR inh: 2.5; 14-3-3 Bad PPI: -10.7[fluorescence artefact?]; hK5 inh: -13.1

What do the screens show for `COc1ccc(-c2ccc(Nc3ccc(C(=O)N4CCOCC4)cc3)nn2)cc1OC`?
p47phox inh: -0.9; Cl transport mod: -0.418; thrombin 1536: -0.9; Furin inhibitor: 1.3[20 µM]; eIF4E 4G PPI: 3.0; EBV gp42 block: -3.1; Rad51 HR inh: 2.0; 14-3-3 Bad PPI: -4.6; hK5 inh: -2.8

Results for O=C1C2C3C=CC(C4CC34)C2C(=O)N1/N=C/c1c[nH]c2ccccc12 (stereo unspecified) ?
p47phox inh: -12.9; Cl transport mod: 0.53; thrombin 1536: -0.5; Furin inhibitor: -9.6; eIF4E 4G PPI: 1.9; EBV gp42 block: -8.2; 14-3-3 Bad PPI: -2.9; hK5 inh: 16.8

What do the screens show for `COc1ccc(/C=C/C(=O)NCCN=C2NS(=O)(=O)c3ccccc32)cc1`?
p47phox inh: -5.9; Cl transport mod: 0.168; thrombin 1536: 0.0; Furin inhibitor: -19.3; eIF4E 4G PPI: -2.0; EBV gp42 block: -13.8; Rad51 HR inh: 3.8; 14-3-3 Bad PPI: -14.3; hK5 inh: 5.5

Results for O=C(C1=C[C@@H](C2CCCCC2)C[C@@H](OCCCCO)O1)N1CCN(Cc2ccc3c(c2)OCO3)CC1 ?
p47phox inh: -3.5; Cl transport mod: 0.498; thrombin 1536: 0.5; Furin inhibitor: -30.2; eIF4E 4G PPI: -2.9; EBV gp42 block: -6.9; Rad51 HR inh: -9.2; 14-3-3 Bad PPI: -0.9; hK5 inh: 3.1
